HTR5A ag – HTR5A agonists in luminescence cell assay, primary screen, counter-screen for OPRM1-OPRD1 heterodimer agonist project, full-deck HTS | 0.61% of 340,000 active | 5-hydroxytryptamine receptor 5A (Homo sapiens), P47898 | activation, % at 9.3 µM | cell-based; in the data active means activation mostly above about 9.5%, no sharp cut-off; inactive means mostly below about 7.6%;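 further: 0% = cells with vehicle only and 100% = reference agonist; strong numbers were not always called active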
CDK5 inh – inhibitors of human CDK5/p35 kinase, primary screen, biochemical, single concentration | Recombinant CDK5/p35, ADP-Glo luminescence, 60 min | inhibition, % at 10 µM | 0.01% of 330,000 active | Cyclin-dependent kinase 5 (Homo sapiens) + Cyclin-dependent kinase 5 activator 1 (Homo …;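 active means highest replicate inhibition of at least 50% and at least 75% of replicates reaching 50%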;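 further: plate controls were DMSO neutral control for no effect and GW8510 at 10 µM for full effect; many of its hits are not listed in these tables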
HTR5A inv ctr – HTR5A inverse agonists in luminescence cell assay, primary screen, counter-screen for OPRM1-OPRD1 heterodimer inverse agonist project, full-deck HTS; HTR5A cell line, inverse agonism; inhibition, % at 9.3 µM; 5-hydroxytryptamine receptor 5A (Homo sapiens), P47898; 0.083% of 340,000 active; in the data active means inhibition mostly above about 23%, no sharp cut-off; inactive means mostly below about 18%;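 further: 0% = cells with DMSO and 100% = no-cell wells with DMSO; some compounds called inactive have numbers as strong as hits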
Wnt bcat act – Wnt/beta-catenin pathway activators, primary screen, cell-based, plate reader, single point; Wnt/beta-catenin reporter cell assay, activator; activation, % at 9.35 µM; 1.2% of 300,000 active; in the data active means activation above about 30%, passing the limit was not always enough;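 further: 0% = neutral control wells and 100% = positive control wells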
PvdQ acylase – P. aeruginosa PvdQ acylase inhibitors, primary screen, biochemical, fluorescence, plate reader and imaging, single point | purified PvdQ acylase | PvdQ acylase [Pseudomonas aeruginosa LESB58] | 0.063% of 340,000 active | inhibition, % at 10 µM; in the data active means inhibition above about 30%, passing the limit was not always enough;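 further: 0% = vehicle neutral wells and 100% = reference inhibitor wells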
dFosB activator – activators of delta FosB homodimer, primary screen, biochemical, fluorescence polarization, TAMRA-CDK5 oligo, single point; purified delta FosB; percent of positive-control signal above neutral wells; Protein FosB (Mus musculus), P13346; activation, % at 25 µM; 0.99% of 340,000 active;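 active means mean activation above about 17%, with every replicate also reaching it, limit read from the data, passing the limit was not always enough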;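 further: fluorescence polarization rise as delta FosB binds a TAMRA Cdk5 AP-1 oligo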
V-ATPase pHluor – regulators of yeast V-ATPase proton pumping, primary screen, pHLuorin cytosolic pH fluorescence; S. cerevisiae; response, % at 10 µM; 0.37% of 350,000 active; in the data active means response mostly above about 7.3%, no sharp cut-off; inactive means mostly below about 5.4%; further: actives read high; inactives centre near 0; some compounds called inactive have numbers as strong as hits; reference of the scale not given here
NSD2 HMT inh – NSD2 histone methyltransferase inhibitors, primary screen, biochemical, AlphaScreen, single concentration, set 2 | Histone-lysine N-methyltransferase NSD2 (Homo sapiens), O96028 | 0.54% of 310,000 active | inhibition, % at 12.5 µM | AID 743445, 2014 | NSD2 peptide methylation, 120 min; in the data active means inhibition above about 50%
SR-BI DiI inh – inhibitors of SR-BI mediated HDL lipid uptake, primary screen, ldlA[mSR-BI] cells, fluorescence, single point | Scavenger receptor class B member 1 (Mus musculus), Q61009 | ldlA[mSR-BI] CHO cells, DiI-HDL uptake fluorescence, 3 h | inhibition, % at 12.5 µM | 0.96% of 320,000 active | AID 488896, 2010;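 active means mean replicate inhibition of at least 70% and a set share of replicates each scoring 70 or more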;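 further: 0% = median of neutral control wells and 100% = median of positive control wells; values of inactives mirror those of a sister screen read the other way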
MITF act – activators of MITF-driven TRPM1 promoter reporter, primary screen, cell-based, SK-MEL-5, luciferase, single point; SK-MEL-5 TRPM1-promoter luciferase, 24 h; % of positive control, neutral wells = 0; activation, % at 12.5 µM; 0.75% of 300,000 active; AID 588334, 2011;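 active means mean activation of at least 80% with every replicate also reaching 80%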;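 further: 0% = neutral control wells and 100% = parthenolide positive control wells; values of inactives mirror those of a sister screen read the other way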
The depositor's hits bear a star.

What do the screens show for `CCN1CC(C)(C)N(C(=O)c2ccccc2)CC1(C)C`?
HTR5A ag: -0.3; CDK5 inh: -0.7; HTR5A inv ctr: 1.2; Wnt bcat act: -4.3; PvdQ acylase: -11.0; dFosB activator: -10.8; V-ATPase pHluor: 1.6; NSD2 HMT inh: -3.3; SR-BI DiI inh: -2.8; MITF act: 11.9

Results for CCOC(=O)[C@@H]1[C@H]2COc3cc(OC)ccc3[C@@H]2N2C(=O)N(c3ccccc3)C(=O)[C@@]12C ?
HTR5A ag: 6.7; CDK5 inh: -0.8; HTR5A inv ctr: -20.5; Wnt bcat act: 2.0; PvdQ acylase: -3.0; dFosB activator: -1.3; V-ATPase pHluor: -0.1; SR-BI DiI inh: -6.6; MITF act: -0.8

What do the screens show for `COc1ccc(OC)c(C2CC(=O)N3CN(c4cccc(Cl)c4C)CSC3=C2C#N)c1` (centres undefined)?
HTR5A ag: -1.1; CDK5 inh: 0.3; HTR5A inv ctr: 13.3; Wnt bcat act: -5.4; PvdQ acylase: 4.1; dFosB activator: -9.6; V-ATPase pHluor: -1.1; SR-BI DiI inh: 34.6; MITF act: -1.5

What do the screens show for `Cc1ccc2nc(C3CCN(C(=O)c4ccco4)CC3)[nH]c2c1`?
HTR5A ag: 2.5; CDK5 inh: 0.0; HTR5A inv ctr: 0.4; Wnt bcat act: -1.9; PvdQ acylase: -14.7; dFosB activator: -6.9; V-ATPase pHluor: -1.2; NSD2 HMT inh: 1.7; SR-BI DiI inh: -6.3; MITF act: -18.6

Results for O=C(c1ccccc1Cl)N(Cc1ccc(Br)cc1)N1C(=O)CCCC1=O ?
HTR5A ag: 0.3; CDK5 inh: -0.4; HTR5A inv ctr: -10.0; Wnt bcat act: -2.8; PvdQ acylase: 3.6; dFosB activator: -5.4; V-ATPase pHluor: -1.6; NSD2 HMT inh: -2.0; MITF act: -3.4

Results for O=C(/C=C/c1ccc(Cl)cc1)NCCSc1ccccc1 ?
HTR5A ag: 0.2; CDK5 inh: -2.2; HTR5A inv ctr: -0.6; Wnt bcat act: -0.2; PvdQ acylase: -9.3; dFosB activator: -5.7; V-ATPase pHluor: 2.5; NSD2 HMT inh: -0.6; SR-BI DiI inh: -15.0; MITF act: 5.0

Results for Cc1nc(-c2cn[nH]c2)c2cc(C)oc2n1 ?
HTR5A ag: 6.4; CDK5 inh: 1.2; HTR5A inv ctr: 9.5; PvdQ acylase: -12.2; dFosB activator: -16.5; V-ATPase pHluor: -0.1; NSD2 HMT inh: 3.6; SR-BI DiI inh: -0.7; MITF act: -10.2

How did C=CCOc1ccc(C2OC34CCCCC3C(C#N)(C#N)C2(C#N)C(=N)O4)cc1 (centres undefined) do in these assays?
HTR5A ag: 2.9; CDK5 inh: 0.1; HTR5A inv ctr: -4.5; PvdQ acylase: 1.1; dFosB activator: -59.4; V-ATPase pHluor: -1.7; SR-BI DiI inh: -13.6; MITF act: -14.9

What do the screens show for `O=C(Nc1cc([N+](=O)[O-])ccc1N1CCCC1)c1ccccc1`?
HTR5A ag: -3.5; CDK5 inh: -1.9; HTR5A inv ctr: 9.7; Wnt bcat act: -1.6; PvdQ acylase: -22.1; dFosB activator: 1.8; V-ATPase pHluor: 7.4; NSD2 HMT inh: -0.7; SR-BI DiI inh: -2.8; MITF act: 1.2

Results for CSc1nnc(NC(=O)c2nc(S(=O)(=O)Cc3ccccc3)ncc2Cl)s1 ?
HTR5A ag: 6.3; CDK5 inh: 0.5; HTR5A inv ctr: -25.5; Wnt bcat act: -9.2; PvdQ acylase: -4.6; dFosB activator: -4.4; V-ATPase pHluor: -1.2; NSD2 HMT inh: -2.8; SR-BI DiI inh: -14.6; MITF act: -65.8

How did CCN(CC)c1ccc2c(c1)oc(=O)c1c(Cl)cc(=O)oc12 do in these assays?
HTR5A ag: -3.5; CDK5 inh: -0.9; HTR5A inv ctr: -8.1; PvdQ acylase: 0.7; dFosB activator: -4.9; V-ATPase pHluor: -71.1; SR-BI DiI inh: -11.5; MITF act: -80.0

How did O=C(CSc1nc2[nH]ncc2c(=O)n1-c1ccccc1Br)NCc1ccco1 do in these assays?
HTR5A ag: 1.0; CDK5 inh: -1.7; HTR5A inv ctr: -40.3; Wnt bcat act: 2.0; PvdQ acylase: -0.5; dFosB activator: -8.6; V-ATPase pHluor: 3.3; SR-BI DiI inh: -26.8; MITF act: -2.3

Two compounds drawn at random from those above:
Results for Cc1nc(-c2cn[nH]c2)c2cc(C)oc2n1 ?
HTR5A ag: 6.4; CDK5 inh: 1.2; HTR5A inv ctr: 9.5; PvdQ acylase: -12.2; dFosB activator: -16.5; V-ATPase pHluor: -0.1; NSD2 HMT inh: 3.6; SR-BI DiI inh: -0.7; MITF act: -10.2

What do the screens show for `Cc1ccc2nc(C3CCN(C(=O)c4ccco4)CC3)[nH]c2c1`?
HTR5A ag: 2.5; CDK5 inh: 0.0; HTR5A inv ctr: 0.4; Wnt bcat act: -1.9; PvdQ acylase: -14.7; dFosB activator: -6.9; V-ATPase pHluor: -1.2; NSD2 HMT inh: 1.7; SR-BI DiI inh: -6.3; MITF act: -18.6

More records follow.
What do the screens show for `O=c1c2ccccc2nnn1Cc1cccc2ccccc12`?
HTR5A ag: 4.8; CDK5 inh: -1.1; HTR5A inv ctr: 14.4; Wnt bcat act: -1.1; PvdQ acylase: -13.5; dFosB activator: -5.2; V-ATPase pHluor: 0.2; NSD2 HMT inh: -1.9; SR-BI DiI inh: 11.2; MITF act: -13.5

How did CCSc1nnc(NC(=O)[C@@H](NC(=O)c2cccc(C)c2)C(C)C)s1 do in these assays?
HTR5A ag: 1.3; CDK5 inh: -0.8; HTR5A inv ctr: -5.5; Wnt bcat act: -5.0; PvdQ acylase: -11.3; dFosB activator: -7.0; V-ATPase pHluor: 11.1; NSD2 HMT inh: -3.3; SR-BI DiI inh: -20.6; MITF act: 9.3

What do the screens show for `CN1CCN(C(=O)c2ccc3c(c2)S(=O)(=O)c2ccccc2C3=O)CC1`?
HTR5A ag: -2.7; CDK5 inh: -2.0; HTR5A inv ctr: 7.8; Wnt bcat act: 0.2; PvdQ acylase: -4.5; dFosB activator: 2.7; V-ATPase pHluor: 3.7; SR-BI DiI inh: -23.8; MITF act: 7.2

Results for Cc1ccc(O)c(/C=N/NC(=O)CN2CCCC2)c1 ?
HTR5A ag: -1.2; CDK5 inh: -1.0; HTR5A inv ctr: 4.6; Wnt bcat act: 2.4; PvdQ acylase: -14.2; dFosB activator: -3.8; V-ATPase pHluor: -1.3; NSD2 HMT inh: -3.2; SR-BI DiI inh: -9.5

How did O=C(NC(=S)NNC(=O)c1ccccc1O)c1ccc([N+](=O)[O-])cc1 do in these assays?
HTR5A ag: 0.1; CDK5 inh: 0.6; HTR5A inv ctr: -0.3; Wnt bcat act: 0.1; PvdQ acylase: 2.2; dFosB activator: -10.6; V-ATPase pHluor: 1.4; NSD2 HMT inh: 3.6; SR-BI DiI inh: 105.8*; MITF act: 4.7

Results for O=C(CCCC(=O)N(c1ccc(F)cc1)C(C(=O)NC1CCCC1)c1ccc(O)cc1)Nc1ccccn1 (centres undefined) ?
HTR5A ag: 1.9; CDK5 inh: 1.6; HTR5A inv ctr: -6.8; Wnt bcat act: 0.7; PvdQ acylase: 11.3; dFosB activator: -8.0; V-ATPase pHluor: 11.3*; NSD2 HMT inh: 6.6; SR-BI DiI inh: 4.2; MITF act: -10.8

How did COC(=O)c1sccc1NS(=O)(=O)c1ccc(OC)cc1 do in these assays?
HTR5A ag: -0.4; CDK5 inh: 3.8; HTR5A inv ctr: 5.1; PvdQ acylase: -4.6; dFosB activator: -7.1; V-ATPase pHluor: -0.7; NSD2 HMT inh: -3.2; SR-BI DiI inh: 10.4; MITF act: -7.8

Results for COC(=O)c1cccc(NC(=O)/C=C/c2ccc3c(c2)OCO3)c1 ?
HTR5A ag: 3.3; CDK5 inh: -0.8; HTR5A inv ctr: -13.9; PvdQ acylase: 2.8; dFosB activator: 6.6; V-ATPase pHluor: 2.9; NSD2 HMT inh: 5.5; SR-BI DiI inh: 18.3; MITF act: -3.3

How did COc1ccc(NC(=S)N2CCN(S(=O)(=O)c3ccc(F)cc3)CC2)cc1 do in these assays?
HTR5A ag: -1.2; CDK5 inh: -4.0; HTR5A inv ctr: 3.9; Wnt bcat act: 1.6; PvdQ acylase: -9.7; dFosB activator: -1.5; V-ATPase pHluor: 3.6; NSD2 HMT inh: 0.2; SR-BI DiI inh: -14.8; MITF act: -15.9

What do the screens show for `Cc1ccc(N(CC(=O)Nc2ccccc2-c2ccccc2)S(=O)(=O)c2ccccc2)cc1`?
HTR5A ag: 4.0; CDK5 inh: 1.1; HTR5A inv ctr: -2.2; Wnt bcat act: -0.6; PvdQ acylase: -14.4; dFosB activator: -8.1; V-ATPase pHluor: 0.5; NSD2 HMT inh: -2.7; SR-BI DiI inh: -7.8; MITF act: -5.0

What do the screens show for `Fc1ccccc1CNC(=S)NC1CCCCC1`?
HTR5A ag: 1.0; CDK5 inh: 1.4; HTR5A inv ctr: 0.4; Wnt bcat act: 0.8; PvdQ acylase: -9.7; dFosB activator: 1.3; V-ATPase pHluor: 1.4; NSD2 HMT inh: -0.9; SR-BI DiI inh: -27.4; MITF act: 1.3

What do the screens show for `O=C(NC12CC3CC(CC(C3)C1)C2)c1ccco1`?
HTR5A ag: -1.4; CDK5 inh: 0.7; HTR5A inv ctr: 6.2; Wnt bcat act: 0.0; PvdQ acylase: 5.2; dFosB activator: -2.1; V-ATPase pHluor: -0.8; NSD2 HMT inh: -2.0; SR-BI DiI inh: -10.8; MITF act: 0.2

What do the screens show for `COc1ccc(NC(=O)C2CC(=O)N(C)C(=Nc3ccc4c(c3)OCO4)S2)cc1` (centres undefined)?
HTR5A ag: 6.8; CDK5 inh: 1.6; HTR5A inv ctr: -15.9; Wnt bcat act: -2.1; PvdQ acylase: 2.8; dFosB activator: -4.4; V-ATPase pHluor: -1.8; NSD2 HMT inh: 2.0; SR-BI DiI inh: 1.7; MITF act: 3.3

What do the screens show for `O=C(Nc1cnn(Cc2ccc(F)cc2)c1)c1cc2nc(-c3ccco3)cc(C(F)(F)F)n2n1`?
HTR5A ag: -0.6; CDK5 inh: -1.0; HTR5A inv ctr: -20.5; PvdQ acylase: 1.3; dFosB activator: -3.5; V-ATPase pHluor: 0.3; NSD2 HMT inh: 2.0; SR-BI DiI inh: 27.5; MITF act: 5.5

How did COc1ccc(N2CC(C(=O)Nc3cc(C)ccn3)CC2=O)cc1 (centres undefined) do in these assays?
HTR5A ag: -0.9; CDK5 inh: 1.9; HTR5A inv ctr: 2.6; Wnt bcat act: 0.9; PvdQ acylase: 0.0; dFosB activator: 2.3; V-ATPase pHluor: -1.5; SR-BI DiI inh: -8.6; MITF act: 6.0

Assay outcomes (PubChem BioAssay)
